Source: PubChem (several laboratories)
CHRM1 PAM – human CHRM1 positive allosteric modulation; AID 588819; hit rate 0.088% among 360,000; CHO-K1 hM1, Fluo-8 calcium fluorescence, ACh EC20; 0% = ACh EC20, 100% = maximal ACh; activation, % at 3 µM; P11229; in the data active = activation above about 19%, passing the limit was not always enough
Target sequence (P11229 whole entry, looked up): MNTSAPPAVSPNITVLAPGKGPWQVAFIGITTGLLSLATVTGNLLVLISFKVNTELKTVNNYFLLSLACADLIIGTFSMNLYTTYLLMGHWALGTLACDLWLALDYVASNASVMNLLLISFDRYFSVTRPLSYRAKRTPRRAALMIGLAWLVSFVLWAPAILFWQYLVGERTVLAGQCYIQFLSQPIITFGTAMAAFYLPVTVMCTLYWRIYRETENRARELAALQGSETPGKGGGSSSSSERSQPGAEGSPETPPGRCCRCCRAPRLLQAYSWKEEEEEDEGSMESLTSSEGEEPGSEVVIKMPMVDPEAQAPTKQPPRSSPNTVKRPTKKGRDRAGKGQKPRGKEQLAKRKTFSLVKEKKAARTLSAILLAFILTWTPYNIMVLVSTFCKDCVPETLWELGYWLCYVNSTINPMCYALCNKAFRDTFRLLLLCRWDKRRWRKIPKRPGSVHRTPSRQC
CHRM5 PAM – positive allosteric modulators of human muscarinic M5 receptor | P08912 | CHO-K1 hM5, Fluo-8 calcium, ACh EC20 PAM; 0% = ACh EC20, 100% = ACh EC100 | AID 624038 | hit rate 0.3% among 360,000 | activation, % at 3 µM;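 active = activation above the run cutoff, the mean activation of all test compounds plus 3 SD, cut at about 18% in these data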
Target sequence (P08912 whole entry, looked up): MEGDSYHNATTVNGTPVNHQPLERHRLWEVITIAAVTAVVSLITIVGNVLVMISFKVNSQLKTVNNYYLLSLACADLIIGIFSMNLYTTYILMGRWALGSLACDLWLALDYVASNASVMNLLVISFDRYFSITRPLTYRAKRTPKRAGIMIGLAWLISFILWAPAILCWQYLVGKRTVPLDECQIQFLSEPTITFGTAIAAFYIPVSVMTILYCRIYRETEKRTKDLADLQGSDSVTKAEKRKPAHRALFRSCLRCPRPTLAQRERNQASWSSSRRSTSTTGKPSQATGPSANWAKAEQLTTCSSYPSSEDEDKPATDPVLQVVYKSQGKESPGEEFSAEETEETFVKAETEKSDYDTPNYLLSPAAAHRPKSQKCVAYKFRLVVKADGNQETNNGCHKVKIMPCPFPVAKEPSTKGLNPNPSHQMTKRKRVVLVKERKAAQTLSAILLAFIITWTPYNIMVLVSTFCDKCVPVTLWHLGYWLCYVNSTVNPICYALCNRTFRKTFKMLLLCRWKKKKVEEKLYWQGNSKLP
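Assay system: CHO-K1 hM5 cells / Incubation: Fluo-8 loading 80 min at 37 °C plus 30 min room temperature / Technique: Fluo-8 calcium dye fluorescence, kinetic read / Repeats: single replicate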
CRFR2-BP ag – agonists of human CRF-binding protein/CRF-R2 receptor complex; HEK293 CRF-R2/CRF-BP, calcium dye fluorescence (FLIPR); percent of saturating CRF peptide response; activation, % at 13.2 µM; hit rate 0.46% among 350,000; AID 588473;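 active = activation of at least 50%, plus an integration ratio under a set limit after plate pattern correction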;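 note: plate controls were neutral control wells without compound for no effect and CRF at EC100 for full effect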
CHRM5 antagonist – antagonists of human muscarinic M5 receptor (CHRM5) | P08912 | CHO-hM5 cells, Fluo-8 calcium fluorescence, ACh EC80 | inhibition, % at 3 µM | hit rate 0.59% among 360,000 | AID 624040;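 active = inhibition above a per-plate cutoff, the mean of that plate's test compounds plus 3 SD, cut at about 27% in these data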;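 note: 0% = acetylcholine EC80 with DMSO and 100% = DMSO without agonist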
CHRM5 agonist – CHRM5 agonism in calcium assay; P08912; CHO-K1 hM5 cells, Fluo-8 calcium fluorescence; 0% DMSO wells, 100% maximal acetylcholine response; activation, % at 3 µM; hit rate 0.19% among 360,000; AID 624037;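 active = activation above the run's mean over test compounds plus 3 SD, cut at about 23% in these data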;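 note: signal is peak over basal fluorescence ratio across the kinetic read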
CHRM4 agonist – agonists of human muscarinic M4 receptor (CHRM4); P08173; CHO-K1 hM4/Gqi5, Fluo-8 calcium fluorescence; vehicle 0%, full acetylcholine response 100%; activation, % at 3 µM; hit rate 0.14% among 360,000; AID 624127;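 active = activation above the run mean over all test wells plus 3 SD, cut at about 32% in these data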;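 note: peak over basal fluorescence ratio per well then scaled between controls; 0% = DMSO wells and 100% = acetylcholine at EC100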
CRFR2-BP antag – blocks CRF-induced signaling of the CRF-BP/CRF-R2 complex | inhibition, % at 11.8 µM | HEK293 CRF-R2/CRF-BP, CRF-induced calcium fluorescence | hit rate 0.59% among 350,000;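 active = inhibition of the ligand-induced calcium signal above about 50% at the single tested concentration, limit read from the data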
M4 PAM – potentiates acetylcholine response at human M4 receptor; CHO-K1 hM4/Gqi5, Fluo-8 calcium fluorescence, ACh EC20; 0% = ACh EC20, 100% = maximal ACh; P08173; activation, % at 3 µM; hit rate 0.4% among 360,000;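 active = activation above its plate's cutoff, the mean activation of sample wells plus 3 SD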; note: some results filed as inactive read as strong as hits
CHRM4 antagonist – CHRM4 antagonism in calcium assay | P08173 | CHO-hM4 cells, ACh EC80, Fluo-8 calcium fluorescence | inhibition, % at 3 µM | hit rate 0.73% among 360,000 | AID 624125;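 active = inhibition above its plate's cutoff, the mean inhibition of sample wells plus 3 SD, cut at about 27% in these data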;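 note: 0% = acetylcholine EC80 with DMSO and 100% = DMSO without agonist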
Active calls of the source: *; . = no result given. Compounds were not picked by outcome (roughly 2.6% active in at least one column).

SMILES	CHRM1 PAM	CHRM5 PAM	CRFR2-BP ag	CHRM5 antagonist	CHRM5 agonist	CHRM4 agonist	CRFR2-BP antag	M4 PAM	CHRM4 antagonist
Cc1ccc(N(CC(=O)NC2CCCCC2)C(=O)CNC(=O)c2ccco2)cc1C	11	0	0.1	10	-1	0	5	-4	11
c1ccc(-c2cc(CSc3nc4ccccc4[nH]3)on2)cc1	-19	-25	0.0	15	4	10	13	-7	12
CNc1nc(-c2ccccc2)nc(-c2ccc(OC)cc2)c1C#N	-7	1	0.2	3	2	1	-10	4	-2
O=C(c1ccco1)N1CCN(C(=O)C(Sc2ccccc2)c2ccccc2)CC1 (stereo not drawn)	-1	-7	-2.1	5	6	7	-8	-1	-2
CCOC(=O)N1CCN(C(=O)Nc2ccc3nc(C)c(C)nc3c2)CC1	6	-2	-2.6	8	4	-1	-13	-6	7
CN(C)CCCNc1ncnc2c1c(-c1ccccc1)cn2-c1ccccc1	-1	1	0.4	-1	-3	3	-13	-11	5
Cc1cc(/C([O-])=C(/C(=S)Nc2ccc(F)cc2)[n+]2ccccc2)c(C)n1Cc1ccccc1Cl	-2	-2	1.4	-5	-6	1	-8	-4	2
COc1ccc(CCC(=O)Nc2nnc(C(C)(C)C)s2)cc1	11	1	-0.1	-9	7	4	-19	5	-5
C=CCNC(=S)N1CCC(Cc2ccccc2)CC1	9	1	-0.2	-5	-4	2	-1	6	-19
Cc1ccc2nc(C(C)O)[nH]c2c1 (stereo not drawn)	8	-15	-3.1	-4	-6	1	6	3	4
O=C(NC(=S)N(Cc1ccccc1)Cc1ccccc1)c1ccccc1F	9	5	-0.7	-13	-4	-2	10	-7	9
CCCCCCn1c(N2CCC(C(N)=O)CC2)nc2c1c(=O)[nH]c(=O)n2C	6	4	-0.1	3	-3	1	-42	0	0

Entries of single compounds from above.
CN(C)CCCNc1ncnc2c1c(-c1ccccc1)cn2-c1ccccc1 is listed as CHRM1 PAM = -1; CHRM5 PAM = 1; CRFR2-BP ag = 0.4; CHRM5 antagonist = -1; CHRM5 agonist = -3; CHRM4 agonist = 3; CRFR2-BP antag = -13; M4 PAM = -11; CHRM4 antagonist = 5
O=C(NC(=S)N(Cc1ccccc1)Cc1ccccc1)c1ccccc1F is listed as CHRM1 PAM = 9; CHRM5 PAM = 5; CRFR2-BP ag = -0.7; CHRM5 antagonist = -13; CHRM5 agonist = -4; CHRM4 agonist = -2; CRFR2-BP antag = 10; M4 PAM = -7; CHRM4 antagonist = 9
Cc1cc(/C([O-])=C(/C(=S)Nc2ccc(F)cc2)[n+]2ccccc2)c(C)n1Cc1ccccc1Cl is listed as CHRM1 PAM = -2; CHRM5 PAM = -2; CRFR2-BP ag = 1.4; CHRM5 antagonist = -5; CHRM5 agonist = -6; CHRM4 agonist = 1; CRFR2-BP antag = -8; M4 PAM = -4; CHRM4 antagonist = 2

(further entries)
SMILES	CHRM1 PAM	CHRM5 PAM	CRFR2-BP ag	CHRM5 antagonist	CHRM5 agonist	CHRM4 agonist	CRFR2-BP antag	M4 PAM	CHRM4 antagonist
O=C(O)c1cccc(N/N=C/c2ccc(F)c(F)c2)c1	0	-1	-1.1	2	-3	0	15	2	-10
CCOc1ncccc1C(=O)OCC(=O)NCCCc1ccccc1	7	-11	17	0	-4	3	-33	5	-8
COc1ccc(CNC(=O)C(OC(=O)c2cccs2)C(C)C)cc1 (stereo not drawn)	-6	2	-0.2	-2	-2	1	-12	6	-18
COc1ccc(Cc2c(-c3ccc(C)cc3)nc3c(C)cc(Br)cn23)c(C)c1	0	2	.	2	-2	-1	.	-3	-8
COc1cccc(C(C)(O)c2nc(-c3ccccc3)cs2)c1 (stereo not drawn)	-5	-8	.	5	2	8	.	-4	1
CS(=O)(=O)N1N=C(c2ccco2)CC1c1ccc(Br)cc1 (stereo not drawn)	2	0	0.8	-6	0	2	-3	-2	-6
O=C(NNc1ccccc1[N+](=O)[O-])Nc1ccccc1	5	1	-1.1	0	3	1	14	-2	3
CC1(C)Cc2c(sc(NC(=O)c3ccc(S(=O)(=O)N4CCCCCC4)cc3)c2C#N)C(C)(C)N1	-4	2	3.8	9	-2	2	-43	-1	8
CC(C)OCCCNC(=O)C(Cc1ccccc1)NS(=O)(=O)c1ccc2c(c1)CCC(=O)N2 (stereo not drawn)	5	7	3.7	-6	-4	0	2	-3	8
C/C=C/c1cccc(-c2nc(C(=O)NC3CCC3)cc3c2[C@@H](CCO)N(S(=O)C(C)(C)C)C3)c1 (stereo partly drawn)	5	7	.	-6	6	2	.	-1	0
CCN1C(=O)c2ccccc2S(=O)c2ccc(C(=O)N3CCOCC3)cc21 (stereo not drawn)	-5	9	-1.8	-4	-6	1	4	-9	1
Clc1ccc(-c2nnc(NCc3ccccc3)c3ccccc23)cc1	-8	-1	-1.9	0	-5	-2	52*	8	-8
Cc1ccc(-c2ccc(=O)n(CC(=O)Nc3ccc4c(c3)OCCO4)n2)cc1	11	0	-3.0	9	-4	2	14	4	-2
O=C(CCc1ccccc1)N1CCN(CCO)CC1	-1	-1	1.9	1	-1	0	-12	1	-1
CCN(C1CCCCC1)S(=O)(=O)c1cn(C)c(=O)n(C)c1=O	2	0	-1.0	2	1	0	7	3	-7
COC(=O)c1ccc(S(=O)(=O)N2C3CCC2CC(NC(=O)NC2CCCCC2)C3)cc1 (stereo not drawn)	11	5	-0.2	5	-5	1	10	-2	2
COc1ccccc1N(CC(=O)NCc1ccccc1)C(=O)CCC(=O)Nc1ccccn1	-1	-2	-0.4	7	0	2	-6	-4	5
CCC(Sc1nc2ccccc2s1)C(=O)Nc1nnc(C)s1 (stereo not drawn)	-2	0	-1.5	-4	1	0	-60	-6	5
Cc1ccc(OCC(=O)N/N=C\c2cccn2C)c([N+](=O)[O-])c1	7	1	0.5	5	-1	1	-7	3	-3
Oc1cccc(/C=N/Nc2cccc3cccnc23)c1	12	8	-1.6	-1	-1	2	2	-2	1
CCC(=O)N1CCCC1(C)C(=O)Nc1ccc2nc(C)ccc2c1 (stereo not drawn)	1	-6	.	20	1	0	.	-2	2
COc1cccc(/C=N/NC(=O)C(=O)NCc2cccnc2)c1O	11	0	0.5	0	-1	-1	-38	11	-3
CC(C)CC(=O)N1CCN(S(=O)(=O)c2ccc3ccccc3c2)CC1	10	-1	-0.6	9	5	30	-4	-5	2
Cc1cccc(C(=O)NNC(=O)c2ccc(F)cc2)c1	6	-3	-0.6	-1	-2	1	-1	7	-2
COc1cc(C(=O)N2CCCCC2c2cc(C(=O)Nc3ccccc3)no2)cc(OC)c1C (stereo not drawn)	6	-3	.	7	-1	5	.	5	-11
O=C(Nc1cccs1)N1CCN(c2ncccn2)CC1	7	-6	-1.6	7	-1	7	4	1	-6
Cc1nc(S/C(=C\c2ccc(OCc3ccccc3Cl)cc2)C(=O)O)n[nH]1	8	4	1.3	2	-1	0	-18	4	-2
CCCCN(C)CCCNC(=O)CN1N=C(c2ccc(Cl)cc2)CCC1=O	0	-10	-0.6	17	-1	18	16	-8	-17
COc1cccc(CN2CCN(Cc3cc4ccccc4[nH]3)CC2CCO)c1 (stereo not drawn)	-8	-12	57*	7	4	15	-27	-32	15
O=C(Nc1ccccc1C(=O)N/N=C/c1ccco1)c1ccccc1Cl	-4	-5	-1.6	-4	-6	0	-5	2	-9
CC(C)(C)OC(=O)N/N=C/c1cc(N=Nc2ccccc2)ccc1O	3	0	-0.9	0	0	2	-13	-1	8
Cc1cc2c(s1)c1cnn(Cc3ccccc3F)c(=O)c1n2C	-8	-1	0.7	3	2	2	-5	0	10
CCN1CCN(S(=O)(=O)c2ccc(Cl)c(C(=O)N(C)CCOc3ccc(Cl)cc3)c2)CC1	4	-6	4.1	7	0	12	-2	-3	-14
COc1ccc(CCN2CC(C(=O)N(C)Cc3ccc4nsnc4c3)CCC2=O)cc1 (stereo not drawn)	6	-3	-0.5	10	-5	2	3	1	-5
CCc1ccc(C(=O)NNC(=O)c2ccc3c(=O)n4c(nc3c2)CCC4)cc1	4	-2	-2.0	0	-1	1	-7	2	4
CCCNC(=O)c1onc(CS(=O)(=O)c2cccc(OC)c2)c1C(=O)NCCC	2	8	-0.2	4	2	3	-1	7	6
O=C(CSc1nc2ccccc2s1)N/N=C/c1ccccc1C(=O)O	8	-4	1.1	3	-4	1	2	-4	3
O=C(NC1CCCCC1)N1CCN(S(=O)(=O)c2ccc(F)cc2)CC1	-1	5	-0.8	-14	-1	2	20	10	3
OCCN(CCCn1c(C(F)(F)F)nc2ccccc21)c1nc(CN2CCCCC2)cs1	3	6	0.2	-4	-8	2	-4	-2	-12
COc1ccc(C(=O)Nc2ncccc2C)cc1S(=O)(=O)N1CCCc2ccccc21	11	7	0.9	0	4	2	17	2	-2
O=C1N[C@@H](Cc2ccccc2)COC(=O)[C@H](Cc2ccc(F)cc2)C/C=C\C[C@@H]1CC(=O)N(CCO)Cc1ccccc1	-3	-7	-0.2	10	0	9	-3	-4	12
Cc1nn(-c2nc3ccccc3[nH]2)c(N)c1-c1ccccc1	-11	-12	-0.4	1	7	0	-14	-5	1
Cc1cc2nnn(-c3nnc(-c4ccccc4)c4ccccc34)c2cc1C	-1	5	1.4	1	-2	1	22	12	-4
O=[N+]([O-])C1=CC=C2C(=NC3(CCCCC3)N2O)C1=NCCc1ccccc1	8	-3	-1.6	5	-2	0	-22	6	-5
CCn1nc(NS(=O)(=O)c2ccccc2[N+](=O)[O-])c2cc3ccc(C)cc3nc21	16	7	-1.1	-10	0	0	4	8	0
COc1cc(C(=O)OCCN2CCCCC2)ccc1O	6	0	3.8	-1	-3	0	16	2	-1
CCO[C@@H]1OC(C(=O)O)=C[C@H](c2coc3ccccc3c2=O)[C@H]1CCCO	8	9	-1.9	-2	0	1	1	8	-9
CN(CCC1CCOCC1)C(=O)CC1C(=O)NCCN1C/C=C/c1ccccc1 (stereo not drawn)	11	3	0.3	1	-2	1	-7	4	4
Cc1ccc(S(=O)(=O)N2CCN(C(=O)Cc3ccccc3)CC2)cc1	-3	-3	-1.7	-6	-2	0	-2	-3	-3
CCN(Cc1nc(-c2cccc(C)c2)no1)C(=O)c1ccc2c(c1)OCO2	2	-2	-2.8	6	0	4	3	-8	-2
O=C(O)c1cc(-c2cc3ccccc3o2)nn1-c1ccccc1	0	3	-3.9	-3	0	0	4	-3	-1
COc1cccc(-c2nnc(-c3ccccc3NC(=O)c3ccc(C(C)(C)C)cc3)o2)c1	1	2	3.2	2	0	1	-8	7	-3
O=C(COC(=O)/C=C/c1ccco1)Nc1cc(S(=O)(=O)N2CCOCC2)ccc1Cl	15	4	-0.8	8	3	1	1	18	2
NC1=NC(=O)C2(COC(c3cccnc3)OC2)S1 (stereo not drawn)	13	5	0.0	8	-2	1	10	5	-6
COCCN(C(=O)C(C)C)c1nnc(-c2cccc(C)c2)s1	5	2	3.9	3	-10	-1	-13	-3	-1
CCOc1ccc(Nc2nc3ccccc3n3nnnc23)cc1	1	-3	0.0	1	-1	-1	-24	-3	-5
Cc1ccc(Sc2c(O)c3ccccc3n(C)c2=O)cc1	-2	0	-1.5	-14	-1	-1	2	1	-7
COc1ccc2[nH]c(=O)c(CN(C(=O)c3cccnc3)c3ccccc3OC)cc2c1	9	7	-3.6	-5	0	1	-1	0	2
COc1ccc(-c2[nH][nH]c(=O)c2NC(=O)c2ccccc2Br)cc1	-13	-5	.	6	4	2	.	-2	-1
COc1ccccc1NC(=O)CCCc1nc(-c2ccc(OC)c(OC)c2)no1	1	1	0.7	9	3	3	32	-8	7
